mHTT-CaM PPI inh = mutant huntingtin-calmodulin interaction inhibitors – biochemical, AlphaScreen, primary screen | P42858 | 3.6% of 190,000 active | inhibition, % at 15 µM | AlphaScreen His-mHTT/GST-CaM binding, luminescence;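 further: 0% = both proteins with DMSO and 100% = one protein alone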
Pf apPOL block = Pf-apPOL inhibitors, biochemical, fluorescence; Plasmodium falciparum apicoplast DNA polymerase (apPOL); Recombinant Pf-apPOL, molecular beacon fluorescence, 1.5 h; inhibition, % at 10 µM; 0.25% of 210,000 active; AID 1794808, 2022
Active calls of the source: *; x = not tested or not shown; & = joins results of further samples. No stated cut-off is given here; in the data, active means inhibition above about 50%; inactive means the rest.

SMILES	mHTT-CaM PPI inh	Pf apPOL block
CCN(CC)CCNC(=O)CSc1nc2nc(C)c(Cc3ccc(C)cc3)c(C)n2n1	0	-4
O=C(CSc1ccc(Cl)cc1)Nc1ccc(Cl)cc1C(=O)NCc1cccs1	x	1
CCOc1ccc2nc(C(=O)Nc3ccc(C)cc3)sc2c1	-5	-6
CC(O)(CNS(=O)(=O)C1CCCCC1)c1ccccc1 (stereo not drawn)	-11	-2
CCc1nc2c(c(=O)n1CC(=O)Nc1cccc(F)c1)CN(Cc1ccccc1)CC2	18	-4
Cc1ccc(C(C(=O)NC2CCCC2)N2CCC3(CC2)OCCO3)cc1 (stereo not drawn)	1	-5
CCC(C)C(=O)Nc1ccc(OC)cc1 (stereo not drawn)	-1	-2
CCCc1cc(=O)[nH]c(SCc2ccccc2Cl)n1	-12&-1	-6&-9
O=C(CN1C(=O)/C(=C/c2ccc(Cl)cc2)Sc2ccccc21)N1CCCCC1	-3	-2
C=CCn1c(SCC(=O)c2ccc(Cl)cc2)nc2ccccc2c1=O	-24&-2	-2&-1
O=C(Nc1ccc2c(c1)OCO2)c1c(F)c(F)c(F)c(F)c1F	-3	4
NS(=O)(=O)c1cc2c(cc1Cl)NC=NS2(=O)=O	x	-5
O=C1C(=Cc2ccco2)Oc2c1ccc(O)c2CN1CCCCCC1	7	7
CCC1=NS(=O)(=O)c2cc(NC(=O)C3CC3)ccc2N1CC(C)C	-1	-1
CCc1onc(C)c1C1CCCN1C(=O)c1cc(F)c(F)cc1Cl (stereo not drawn)	-8	-2
Cc1ccc(C)c(N2CCN(C(=O)C3CCCC3)C(C)C2=O)c1 (stereo not drawn)	4	-3
COc1ccccc1C(=O)Nc1ccc(N2C(=O)c3ccc(Cl)cc3C2=O)c(C)c1	-1	1
Cc1ccccc1-n1nc(C(=O)NCc2ccc(F)cc2)nc1C	-4	-4
O=C(O)CSCC(=O)c1ccccc1	-7	7
O=C(CSc1nnnn1-c1ccc(Cl)cc1)Nc1ccc(Cl)cc1Cl	-3	-2
O=C1c2cccc([N+](=O)[O-])c2C(=O)N1c1nc2ccccc2s1	2	-4
O=C(O)CCCC(=O)Nc1ccc(NC(=O)Cc2ccccc2)c(Cl)c1	1	-6
O=C(Cc1cccc(F)c1)Nc1nnc(C2CC(=O)N(c3ccc(Cl)cc3)C2)o1 (stereo not drawn)	6	-2
O=C(Nc1nc2ccccc2[nH]1)c1ccc2c(c1)OCO2	4	0

Single records, from the list above.
Listed for COc1ccccc1C(=O)Nc1ccc(N2C(=O)c3ccc(Cl)cc3C2=O)c(C)c1 = mHTT-CaM PPI inh: -1; Pf apPOL block: 1
Listed for O=C(Nc1nc2ccccc2[nH]1)c1ccc2c(c1)OCO2 = mHTT-CaM PPI inh: 4; Pf apPOL block: 0

The list goes on.
SMILES	mHTT-CaM PPI inh	Pf apPOL block
Cc1ccc(-c2nnc(C)c(N3CCC(C)CC3)n2)cc1	82*	0
CCn1cc(CN2CCN(C(=O)c3cccs3)CC2)ccc1=O	-5	7
O=C(NCCCN1CCOCC1)c1ccc([N+](=O)[O-])cc1	-7	-9
Cn1cc(-c2cc(C(F)(F)F)c3c(C4CC4)nn(C)c3n2)cn1	-28	x
Cc1ccc(C(=O)N2CCN(c3nc(C)nc4sc5c(c34)CCCC5)CC2)cc1	30	-2
COc1ccc(NC(=O)C[C@H]2C(=O)N(Cc3cccnc3)C[C@@H]2Cc2ccccc2)cc1	18	-5
CC(C)CN(CC(C)C)S(=O)(=O)c1ccc(N)cc1	-6	-5
Cc1sc(C(=O)N2CCCC2)c2ncnc(NCc3ccc(F)cc3)c12	0	-3
CCOCCCNC(=O)CC1CCN(C(=O)c2ccc(C)cc2)CC1	1	-9
Fc1cccc(-n2cc(-c3noc(-c4ccccc4F)n3)nn2)c1	-13	-3
COc1ccccc1NC(=O)NCC1CCN(c2ncccn2)CC1	1	-1
O=C1CSC(c2ccccc2F)N1c1cccc(Cl)c1 (stereo not drawn)	-14	-5
CCNC(=O)NCC1CCN(S(=O)(=O)C2CC2)CC1	-6	-4
N#Cc1ccc(C(=O)Nc2cnc(N3CCCC3)nc2)cc1	1	0
CC(C)CN(CC(C)C)S(=O)(=O)N1CCC(C(=O)NCCc2ccccc2)CC1	14	-11
c1cc2nnc(C3CCC3)n2nc1N1CCOCC1	-1	-11
O=C1CN(C(=O)c2ccccc2Br)C(c2ccccc2)c2cc(Cl)ccc2N1 (stereo not drawn)	23	-6
COc1ccc(NC(=O)c2ccc(Oc3ccc(C(F)(F)F)cc3[N+](=O)[O-])c(OC)c2)cc1	3	2
CCC(=O)NCCc1csc(C2CCN(C(=O)NC3CCCCC3)CC2)n1	-1	-2
COc1cc(C=Nc2ccc(S(=O)(=O)Nc3ccccn3)cc2)cc(OC)c1OC	-3	1
CN(C)CCNC(=O)c1cc(Cl)ccc1Cl	-5	0
Cc1ccc(C(=O)Nc2c3c(nn2-c2cccc(C)c2C)CS(=O)(=O)C3)cc1	5	-6
CC(C)c1ccc(NC(=O)c2ccc(N(C)C)cc2)cc1	3	-8
Cc1ccc(-c2nc(C=Nc3cccc(F)c3)c(O)o2)cc1	0	0

An excerpt from above in order of SMILES length, ascending:
SMILES	mHTT-CaM PPI inh	Pf apPOL block
CCNC(=O)NCC1CCN(S(=O)(=O)C2CC2)CC1	-6	-4
COc1cc(C=Nc2ccc(S(=O)(=O)Nc3ccccn3)cc2)cc(OC)c1OC	-3	1
COc1ccc(NC(=O)c2ccc(Oc3ccc(C(F)(F)F)cc3[N+](=O)[O-])c(OC)c2)cc1	3	2

Going on with the list.
SMILES	mHTT-CaM PPI inh	Pf apPOL block
Cc1n[nH]c(=O)c2ncn(C)c12	-9	1
CCCc1c(C(=O)N2CCOCC2)cnn1-c1ccccc1Cl	-2	-3
Cc1cc(NC(=O)Cn2cnc(-c3cccs3)cc2=O)sn1	2	-5
COc1ccc(-c2nc3cccnc3n2C2CCN(C(=O)c3ccc(OC)c(F)c3)C2)cc1 (stereo not drawn)	22	15
O=C(O)c1ccncc1C(=O)O	25	-3
O=C(c1ccc(F)c(Cl)c1)N1CCC2(CC1)NC(=O)N(Cc1ccc(F)cc1)C2=O	21	-2
O=C(Nc1ccc(F)cc1)c1ccccc1Cl	-4	4
Cc1ccc(NC(=O)Cn2cccc2-c2nnc(C)o2)cc1	-3	-3
CCOc1ccccc1N(C)C(=O)c1cc(S(=O)(=O)N2CCCc3ccccc32)ccc1F	6	39
CCCc1nc(-c2c(C)cc(C)nc2NC(=O)c2ccccc2Cl)no1	0	-1
COc1ccc2cc(Br)ccc2c1CC(=O)NCC1CCCO1 (stereo not drawn)	-2	-18
CC(C)C(NC(=O)/C(=C/c1ccc2c(c1)OCO2)NC(=O)c1ccco1)C(=O)O (stereo not drawn)	-3	-4

Retrieved one by one from the list above:
SMILES	mHTT-CaM PPI inh	Pf apPOL block
CCCc1nc(-c2c(C)cc(C)nc2NC(=O)c2ccccc2Cl)no1	0	-1
Cc1n[nH]c(=O)c2ncn(C)c12	-9	1

Next compounds
SMILES	mHTT-CaM PPI inh	Pf apPOL block
COc1ccc(-c2c(C)oc3c(CN4CCCC(C)C4)c(O)ccc3c2=O)cc1 (stereo not drawn)	-4	-13
Cc1sc(=NC(=O)c2ccccc2F)n(C(C)C(=O)NC(C)C)c1C (stereo not drawn)	-4	0
Nc1nc(Cl)cc(NCCCCCC(=O)O)n1	3	-4
O=C(Cc1ccccc1Cl)NCC1(c2cccs2)CC1	-20	-3
Cc1cc(NC(=O)c2ccc3c(c2)N(S(C)(=O)=O)CC3)ccc1F	-2	2
COc1ccc(N2CCN(C(=O)CC3CCN(C(=O)c4ccc(C)cc4)CC3)CC2)cc1	20	-1
O=C(NCC1CCCO1)C1CCN(S(=O)(=O)c2ccc(F)cc2)CC1 (stereo not drawn)	-4	-9
O=[N+]([O-])c1cccc(S(=O)(=O)NCCCN2CCOCC2)c1	-3	4
COc1ccccc1-c1c(C)oc2cc(OCC(=O)c3ccccc3)ccc2c1=O	6	2
CC(NC(=O)c1cn2ccccc2n1)c1cccnc1 (stereo not drawn)	-3	0
O=S(=O)(NCC1CCN(Cc2ccco2)CC1)c1cccs1	-6	-6
COc1cccc(N2CC(=O)N(N=Cc3ccc(Cl)cc3)CC2=O)c1	x	-5
Cc1ccccc1-c1ccc(N2CCN(C(=O)Cn3c(=O)oc4ccccc43)CC2)nn1	-19	-33
COc1cccc(C2C(C(=O)NC(C)C)c3ccccc3C(=O)N2C2CC2)c1 (stereo not drawn)	5	-4
O=C(NCCCc1ccccc1)c1csc2c1CCCCC2	-9	-1
CCN(C(=O)c1cccc(C)c1)c1ccccc1C	-9	-3
CCC(C)NC(=O)c1ccc(-c2ccc(F)cc2)nc1 (stereo not drawn)	-4	1
CC(C)CC(=O)N1CCCC1c1ccccc1Cl (stereo not drawn)	-7	-1
Cc1ccc(N2CC(C(=O)NCc3cccc(F)c3)CC2=O)cc1 (stereo not drawn)	-4	-2
Cc1ccccc1Cn1c(CNC(=O)Cc2ccccc2)nc2ccccc21	-12	5
Cc1c(-n2nnc3cnn(C)c3c2=O)cnn1C	0	x
CC(=O)Nc1sc2c(c1SC#N)CCCC2	42	-7
O=C(CCCn1cnc([N+](=O)[O-])n1)Nc1ccc(F)cc1F	3	1
O=C(NCC1CC(=O)N(c2ccccc2)C1)Nc1cccc(C(F)(F)F)c1 (stereo not drawn)	-4	-13

At a glance, some entries already given.
SMILES	mHTT-CaM PPI inh	Pf apPOL block
CCC(C)NC(=O)c1ccc(-c2ccc(F)cc2)nc1 (stereo not drawn)	-4	1
CC(C)CC(=O)N1CCCC1c1ccccc1Cl (stereo not drawn)	-7	-1
Cc1ccc(N2CC(C(=O)NCc3cccc(F)c3)CC2=O)cc1 (stereo not drawn)	-4	-2
Cc1ccccc1Cn1c(CNC(=O)Cc2ccccc2)nc2ccccc21	-12	5
Cc1c(-n2nnc3cnn(C)c3c2=O)cnn1C	0	x
CC(=O)Nc1sc2c(c1SC#N)CCCC2	42	-7
O=C(CCCn1cnc([N+](=O)[O-])n1)Nc1ccc(F)cc1F	3	1

Remaining list, next part:
SMILES	mHTT-CaM PPI inh	Pf apPOL block
NC(=O)C1(N2CCCCC2)CCN(C(=O)c2ccc(C#Cc3ccccc3)o2)CC1	27	-2
O=C(O)CCSc1ccccc1C(=O)O	x	0
NC(=NOC(=O)Nc1ccc(Cl)cc1)c1nccnc1Sc1ccc(Cl)cc1	x	0
CCOCCCN1C(=O)c2ccccc2C1C(=O)NC1CCCCCCC1 (stereo not drawn)	19	-13
O=C(C1Cc2ccccc2O1)N1CCCCC1 (stereo not drawn)	-4	2
O=S(=O)(NCc1ccc2c(c1)OCO2)c1cc(Br)c(Br)s1	-6	-6
CCN(CC)C(=O)C1CCN(c2nc3ccc(-c4ccc(OC)cc4)nc3s2)CC1	67*	15
O=C(NCC1CCCO1)c1cc2nc(-c3ccc(Br)cc3)cc(C(F)(F)F)n2n1 (stereo not drawn)	-1	-6
O=C(/C=C/Nc1ccc([N+](=O)[O-])cc1Br)c1ccco1	-6	0
CC(CCC(=O)N=Nc1c(O)[nH]c2c(Cl)cc(Cl)cc12)C1CCC2C3C(O)CC4CC(O)CCC4(C)C3CCC12C (stereo not drawn)	67*	0
CCCN(CCC)CCCNC(=O)C1CCN(c2nc3cccnc3s2)CC1	-1	3
CNC(=O)N1CCCC(c2cccc(C(=O)N3CCN(c4cc(C)ccc4C)CC3)c2)C1 (stereo not drawn)	80*	-6
COc1ccc(CNC(=O)CN2CCC3(CC2)N=C(c2ccc(F)cc2)C(=O)N3)cc1	8	-3
CC(=O)c1ccc(NC(=O)Nc2c[nH]c3ccccc23)cc1	-2	-1
CC(C)NC(=O)N1CCCC(c2cccc(C(=O)NCCN3CCOCC3)c2)C1 (stereo not drawn)	-4	-3
C=CCC1c2cccc(C(=O)O)c2C(=O)N1c1ccc(F)cc1 (stereo not drawn)	2	3
Cc1onc(-c2ccccc2)c1C(=O)NCCc1ccc(S(N)(=O)=O)cc1	3	-12
CCCNC(=O)c1ccc2ncc3c(=O)n(-c4ccc(C)cc4)[nH]c3c2c1	13	-1
CCCCCCCCCCCC(=O)N1CC(=O)NC(=O)C1	x	-6&-12
CCc1csc(C2CCN(C(=O)C3CC3)CC2)n1	1	-4
CC1CCCCN1S(=O)(=O)c1cc(Cl)ccc1Cl (stereo not drawn)	-48&-18&-31	3&-1&7
Cc1cccc(NC(=O)c2cn3c(n2)CCCC3)c1C	-8	-2
Cc1oc(C2CCN(C(=O)c3cccc(C(F)(F)F)c3)CC2)nc1C(=O)N1CCCCC1	11	1
CCC(=O)Nc1nc2ccccc2n1Cc1ccc(Cl)cc1	72*	-7
O=C(Cn1nc(N2CCCC2)c2ccccc2c1=O)Nc1ccc(F)c(F)c1	-1	-1
O=C(NNc1ccccc1F)c1ccno1	x	4
Cc1ccc(-c2nc3c(cnn3-c3ccccc3)c(=O)o2)cc1	1	5
CCCOc1ccc(CNC(=O)C2CCN(c3ccncc3)CC2)cc1	-3	-6
NCCNc1c([N+](=O)[O-])cc(C(F)(F)F)cc1[N+](=O)[O-]	x	-1
CC(C)=C1C2C=CC1C1C(=O)N(c3ccccc3I)C(=O)C21 (stereo not drawn)	-5	-1
Cc1ccc2nc(SCC(=O)c3ccc4c(c3)OCO4)[nH]c2c1	3	-4
COc1ccccc1NS(=O)(=O)CC(C)C	2	1
Cc1cccc(-c2nnc(NC(=O)C(F)(F)F)s2)c1	3	2
Cn1c(=O)c([N+](=O)[O-])c(N2CCN(c3ccccn3)CC2)c2ccccc21	49	-2
Cc1nnc2ccc(-c3noc(-c4ccc(Br)cc4)n3)cn12	8	4
COc1ccc(C=C2Oc3c(ccc4c3CN(Cc3cccnc3)CO4)C2=O)cc1	24	-22
CCn1ccc2c(cc(C(=O)Nc3c(C)cc(C)cc3C)n2C)c1=O	-2	2
Cc1ccc(-c2cnc(N3CCCC(C(=O)NCCN4CCCCC4)C3)nc2)cc1 (stereo not drawn)	7	-1
O=C(Nc1ccc(F)cc1)c1ccc(N2CCC(NCc3cc(Cl)ccc3O)C2)nc1 (stereo not drawn)	44	-4
C=CCSc1nnc2c(n1)OC(c1cccc(C)n1)Nc1ccccc1-2 (stereo not drawn)	2	-38

Screens as filed in PubChem BioAssay.
